Shiga toxin inh – A qHTS for Small Molecule Inhibitors of Shiga Toxin | Vero cells, Shiga toxin protein synthesis inhibition reporter | inhibition, % at 38.7 µM | hit rate 9.2% among 290,000 | AID 2315, 2010; in the data active = inhibition mostly above about 28%, no sharp cut-off; inactive = mostly below about 43%; note: 0% is about no effect
Pf growth 96h – Primary qHTS for delayed death inhibitors of the malarial parasite plastid, 96 hour incubation; P. falciparum luciferase reporter growth, 96 h; hit rate 6.9% among 320,000; Potency, µM (series often up to 28.7 µM), without a hit: top-dose activity change, negative = inhibition, most hits filed as inhibitors; note: potency is the fitted concentration of half-maximal effect; % is set by controls: 0 for no effect and ±100 for the full control effect
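Delayed-death screen, second-generation endpoint: infected erythrocytes, 2% hematocrit, 0.05% parasitemia final; 96 hours at 37 C, 5% CO2; luciferase detection reagent; luminescence decrease equals reduced growth.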
Pf growth 48h – Primary qHTS for delayed death inhibitors of the malarial parasite plastid, 48 hour incubation; P. falciparum luciferase growth in erythrocytes, 48 h; Potency, µM (top dose mostly 28.7 µM), for the others: top-dose activity change, negative = inhibition, actives largely listed as inhibitors; hit rate 5.9% among 310,000; AID 504832, 2011; note: potency is the fitted concentration of half-maximal effect; % is set by controls: 0 for no effect and ±100 for the full control effect
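In quantitative HTS format, infected erythrocytes bearing luciferase-reporter parasites were treated for a single generation at 37 C. Luminescence after adding detection reagent served as the growth measure.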
TbPYK inhibitor – qHTS of Trypanosoma Brucei Inhibitors; hit rate 0.12% among 410,000; pyruvate kinase (Trypanosoma brucei), Q57TT1; TbPYK enzyme, Kinase-Glo Plus ATP luminescence, 45 min; Potency, µM (titrated, usually from 76.8 µM), inactives show at the highest dose activity, negative = inhibition, hits mostly inhibitors; AID 624173, 2012; note: potency is the fitted concentration of half-maximal effect; % is set by controls: 0 for no effect and ±100 for the full control effect; nearly all actives have a fitted effect of over 50% in size
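Activity of T. brucei pyruvate kinase was followed by Kinase-Glo Plus luminescence after the enzyme reacted 45 min at room temperature with 130 uM ADP (final) and substrate. Test compounds were added before ADP at multiple concentrations.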
CHX counter – Cycloheximide Counterscreen for Small Molecule Inhibitors of Shiga Toxin; hit rate 12% among 300,000; max response, %; AID 2314, 2010; cell reporter, cycloheximide protein synthesis inhibition counterscreen; in the data active = max response mostly above about 13%, no sharp cut-off; inactive = mostly below about 14%; note: read at 38.3 µM for the half of the compounds with a filed dose; 0% is about no effect
LmPK inhibitor – qHTS Assay for Inhibitors of Leishmania Mexicana Pyruvate Kinase (LmPK); hit rate 0.37% among 290,000; Potency, µM (top dose mostly 57.5 µM), for the others: top-dose activity change, negative = inhibition, most hits filed as inhibitors; Q27686; AID 1721, 2009; purified LmPK, Kinase-Glo ATP luminescence, 1 h; note: potency is the fitted concentration of half-maximal effect; % is set by controls: 0 for no effect and ±100 for the full control effect
Target sequence (Q27686 whole entry, looked up): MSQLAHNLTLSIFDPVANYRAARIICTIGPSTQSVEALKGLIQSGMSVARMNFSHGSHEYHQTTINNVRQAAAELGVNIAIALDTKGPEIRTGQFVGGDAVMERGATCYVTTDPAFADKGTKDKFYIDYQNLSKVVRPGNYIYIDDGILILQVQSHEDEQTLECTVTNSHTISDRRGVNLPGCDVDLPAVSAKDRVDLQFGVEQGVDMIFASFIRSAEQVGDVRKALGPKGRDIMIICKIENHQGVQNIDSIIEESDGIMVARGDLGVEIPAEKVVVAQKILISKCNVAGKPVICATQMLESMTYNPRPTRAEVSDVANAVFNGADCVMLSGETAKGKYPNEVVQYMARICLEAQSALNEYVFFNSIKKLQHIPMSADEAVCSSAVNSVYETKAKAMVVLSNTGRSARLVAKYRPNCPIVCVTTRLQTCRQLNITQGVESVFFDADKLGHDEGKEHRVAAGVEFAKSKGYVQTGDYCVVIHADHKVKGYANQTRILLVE
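In 50 mM imidazole pH 7.2 with 7 mM MgCl2, LmPK (0.1 nM) turned over PEP (0.5 mM) and ADP (0.1 mM) for 1 h at room temperature. Luciferase read-out of ATP.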
HCV inhibitor – qHTS Assay for Inhibitors of Hepatitis C Virus (HCV); AID 651820, 2012; hit rate 3.4% among 340,000; Potency, µM (top dose mostly 41.8 µM), for inactives: at the top dose activity change, negative = inhibition, hits mostly inhibitors; Huh7.5.1 HCVcc-Cre infection, luciferase reporter, 44 h; note: potency is the fitted concentration of half-maximal effect; % is set by controls: 0 for no effect and ±100 for the full control effect
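After 44 h co-culture of compound, cells and HCVcc-Cre (~0.5 moi), substrate is added for 15 min at room temperature and luciferase measured over 15 sec. Cells were seeded at 1,000/well and pre-cultured 4 h.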
* marks the source's active call; other numbers are inactive results; [ ] = another dose, or the depositor's remark. Unless noted, calls come from the whole dose curve; as a rule, active = well fitted curve in the direction sought with a large enough effect; inconclusive = small, poorly fitted or top-dose-only effect, or another doubt; inactive = no such curve, though single readings can be large; an effect the other way counts as inactive or inconclusive. The order is random (roughly 24% active in at least one column).

How did Cc1ccc(C)c(NC(=O)CSc2nnc(CNC(=O)c3ccco3)o2)c1 do in these assays?
Shiga toxin inh: -6; Pf growth 96h: 34%[activator]; Pf growth 48h: 8%; TbPYK inhibitor: -6%; CHX counter: -2; LmPK inhibitor: -11%; HCV inhibitor: -1%

How did COc1ccc(N2C(=O)NC3CC2(C)Oc2ccccc23)cc1OC (configuration not stated) do in these assays?
Shiga toxin inh: 0; Pf growth 96h: 0%; Pf growth 48h: 9%; TbPYK inhibitor: -10%; CHX counter: -1; LmPK inhibitor: 4%; HCV inhibitor: -18%

What do the screens show for `O=C(CSc1ccc2c(c1)OCCO2)Nc1ccc(Cl)cn1`?
Shiga toxin inh: 43; Pf growth 96h: -21%; Pf growth 48h: 3%; TbPYK inhibitor: -1%; CHX counter: 2; LmPK inhibitor: 3%; HCV inhibitor: -22%

What do the screens show for `Cc1ccc(SCCNS(=O)(=O)c2ccc3c(c2)OCCO3)cc1`?
Shiga toxin inh: 1; Pf growth 48h: 4%; TbPYK inhibitor: 1%; CHX counter: -1; LmPK inhibitor: -1%; HCV inhibitor: 10%

What do the screens show for `COc1cc2c(cc1NC(=O)COC(=O)/C=C/c1ccc([N+](=O)[O-])cc1)oc1ccccc12`?
Shiga toxin inh: 4; Pf growth 96h: 23%; Pf growth 48h: 8%; TbPYK inhibitor: 3%; CHX counter: -1; LmPK inhibitor: 1%; HCV inhibitor: inconclusive

Results for CC(C)Cn1c(N)c(C(=O)COC(=O)c2cc(C3CC3)nc3ccccc23)c(=O)n(C)c1=O ?
Shiga toxin inh: -6; Pf growth 96h: 12µM*; Pf growth 48h: 5.2µM*; TbPYK inhibitor: -1%; CHX counter: -3; LmPK inhibitor: 2%; HCV inhibitor: inconclusive

What do the screens show for `CCOc1cccc(-c2nnc(SCC(=O)NC3CC3)n2C)c1`?
Shiga toxin inh: 27; Pf growth 96h: inconclusive; Pf growth 48h: -5%; TbPYK inhibitor: 4%; CHX counter: 6; LmPK inhibitor: 6%; HCV inhibitor: 13%

How did CS(=O)(=O)Nc1nnc(C2CCCC2)s1 do in these assays?
Shiga toxin inh: 13; Pf growth 96h: -4%; Pf growth 48h: 1%; TbPYK inhibitor: -17%; CHX counter: 0; LmPK inhibitor: -4%; HCV inhibitor: -4%

How did O=C(CSc1nc2ccccc2c(=O)[nH]1)N1CCN(c2ccccc2F)CC1 do in these assays?
Shiga toxin inh: 9; Pf growth 96h: inconclusive; Pf growth 48h: -7%; TbPYK inhibitor: 3%; CHX counter: -3; LmPK inhibitor: -6%; HCV inhibitor: -2%

What do the screens show for `COC(=O)CSc1nc(C)c(Oc2ccccc2)c(=O)[nH]1`?
Shiga toxin inh: 12; Pf growth 96h: inconclusive; Pf growth 48h: -1%; TbPYK inhibitor: 4%; CHX counter: -3; LmPK inhibitor: -5%; HCV inhibitor: 11%

How did COCCNC(=S)N1CCC(NC(=O)c2ccco2)CC1 do in these assays?
Shiga toxin inh: -4; Pf growth 96h: 83%[activator]; Pf growth 48h: 19%; TbPYK inhibitor: 3%; CHX counter: -5; LmPK inhibitor: 1%; HCV inhibitor: 7%

How did COc1cc(S(=O)(=O)Nc2ccccc2C)ccc1NC(=O)c1ccncc1 do in these assays?
Shiga toxin inh: -12; Pf growth 96h: inconclusive; Pf growth 48h: -6%; TbPYK inhibitor: 2%; CHX counter: -2; LmPK inhibitor: 4%; HCV inhibitor: -23%

What do the screens show for `CN(c1ccccc1)S(=O)(=O)c1cccc(C(=O)Nc2cccc(C(=O)NC3CC3)c2)c1`?
Pf growth 96h: 6.6µM*; Pf growth 48h: 5.2µM*; TbPYK inhibitor: -19%; HCV inhibitor: inconclusive

What do the screens show for `C[C@H](NC(=O)N1C[C@H]2C[C@@H](C1)c1cccc(=O)n1C2)C(=O)Nc1cccc(F)c1`?
Shiga toxin inh: 6; Pf growth 96h: -19%; Pf growth 48h: 27%; TbPYK inhibitor: -3%; CHX counter: -1; LmPK inhibitor: -11%; HCV inhibitor: -4%

Results for COC(=O)c1ccc2c(c1O)C(=O)c1ccccc1C2=O ?
Shiga toxin inh: 64*; Pf growth 96h: 4.1µM*; TbPYK inhibitor: 2%; CHX counter: 39*; LmPK inhibitor: -1%; HCV inhibitor: inconclusive

Results for Cc1ccc(OCc2cc(C(=O)N3CCN(C)C[C@@H]3c3ccccc3)no2)cc1C ?
Shiga toxin inh: 123*; Pf growth 96h: inconclusive; Pf growth 48h: inconclusive; TbPYK inhibitor: 4%; CHX counter: 75*; LmPK inhibitor: 5%

Results for CCC(C(=O)NCc1ccco1)N(C(=O)CNS(=O)(=O)c1ccc(F)cc1)c1ccccc1F (configuration not stated) ?
Shiga toxin inh: 9; Pf growth 96h: inconclusive; Pf growth 48h: inconclusive; TbPYK inhibitor: -2%; CHX counter: 0; LmPK inhibitor: 5%; HCV inhibitor: -28%

Results for COc1ccc(C(=O)CSc2nnc(CN3CCCC3)n2-c2ccc(F)cc2)c(OC)c1 ?
Shiga toxin inh: -8; Pf growth 96h: inconclusive; Pf growth 48h: -20%; TbPYK inhibitor: -12%; CHX counter: 1; LmPK inhibitor: 0%; HCV inhibitor: -29%

What do the screens show for `O=C(OCC(=O)N1CCCC1=O)c1ccc(Cl)cc1[N+](=O)[O-]`?
Pf growth 96h: 6%; Pf growth 48h: 34%[activator]; TbPYK inhibitor: -1%; HCV inhibitor: 10%

How did CN(C)S(=O)(=O)c1cc(NC(=O)[C@H](Cc2ccccc2)N2C(=O)c3ccccc3C2=O)ccc1Cl do in these assays?
Shiga toxin inh: 15; Pf growth 96h: 11%; Pf growth 48h: 14%; TbPYK inhibitor: 0%; CHX counter: 1; LmPK inhibitor: 0%; HCV inhibitor: -4%

Results for CCn1cc(C(=O)OC)c(=O)c2cc(S(=O)(=O)N(C)C3CCCCC3)ccc21 ?
Shiga toxin inh: 39; Pf growth 96h: inconclusive; Pf growth 48h: inconclusive; TbPYK inhibitor: -2%; CHX counter: -1; LmPK inhibitor: -1%[11.5 µM]; HCV inhibitor: 1%

How did CCOC(=O)c1cnc(SC)nc1Oc1cccc(NC(=O)c2cccc(Cl)c2Cl)c1 do in these assays?
Shiga toxin inh: -5; Pf growth 96h: -12%; Pf growth 48h: 7%; TbPYK inhibitor: 0%; CHX counter: -3; LmPK inhibitor: -4%; HCV inhibitor: 9%

Results for CCN1C(=O)c2cccc3c(S(=O)(=O)NC(Cc4ccccc4)C(=O)O)ccc1c23 (configuration not stated) ?
Shiga toxin inh: 3; Pf growth 96h: inconclusive; Pf growth 48h: 2%; TbPYK inhibitor: -3%; CHX counter: -9; LmPK inhibitor: 0%; HCV inhibitor: -8%

What do the screens show for `Cc1nc(C(C)NC(=O)c2cc(COc3ccc(C)c(C)c3)on2)c(C)s1` (configuration not stated)?
Shiga toxin inh: 125*; Pf growth 96h: inconclusive; Pf growth 48h: -3%; TbPYK inhibitor: 2%; CHX counter: 41*; LmPK inhibitor: 1%; HCV inhibitor: inconclusive

Looked up one by one from the list above:
Results for CCC(C(=O)NCc1ccco1)N(C(=O)CNS(=O)(=O)c1ccc(F)cc1)c1ccccc1F (configuration not stated) ?
Shiga toxin inh: 9; Pf growth 96h: inconclusive; Pf growth 48h: inconclusive; TbPYK inhibitor: -2%; CHX counter: 0; LmPK inhibitor: 5%; HCV inhibitor: -28%

How did CN(C)S(=O)(=O)c1cc(NC(=O)[C@H](Cc2ccccc2)N2C(=O)c3ccccc3C2=O)ccc1Cl do in these assays?
Shiga toxin inh: 15; Pf growth 96h: 11%; Pf growth 48h: 14%; TbPYK inhibitor: 0%; CHX counter: 1; LmPK inhibitor: 0%; HCV inhibitor: -4%

In the list so far, two have two or more sulfur atoms.
What do the screens show for `Cc1ccc(SCCNS(=O)(=O)c2ccc3c(c2)OCCO3)cc1`?
Shiga toxin inh: 1; Pf growth 48h: 4%; TbPYK inhibitor: 1%; CHX counter: -1; LmPK inhibitor: -1%; HCV inhibitor: 10%

How did CS(=O)(=O)Nc1nnc(C2CCCC2)s1 do in these assays?
Shiga toxin inh: 13; Pf growth 96h: -4%; Pf growth 48h: 1%; TbPYK inhibitor: -17%; CHX counter: 0; LmPK inhibitor: -4%; HCV inhibitor: -4%

Carrying on:
Results for COc1ccc(C(C)=O)c2c(O)cccc12 ?
Shiga toxin inh: -8; Pf growth 96h: -16%; Pf growth 48h: inconclusive; TbPYK inhibitor: -5%; CHX counter: -8; LmPK inhibitor: 4%; HCV inhibitor: inconclusive

How did COc1ccc(CNC(=O)C/C(C)=N/NC(=O)C(c2ccccc2)c2ccccc2)cc1 do in these assays?
Shiga toxin inh: 12; Pf growth 96h: -14%; Pf growth 48h: -26%; TbPYK inhibitor: 5%; CHX counter: -1; LmPK inhibitor: -2%; HCV inhibitor: -9%

Results for Cn1c(SCC(=O)N/N=C/c2ccc([N+](=O)[O-])s2)nnc1-c1ccc(Cl)cc1 ?
Shiga toxin inh: -11; Pf growth 96h: 5.2µM*; Pf growth 48h: 10µM*; TbPYK inhibitor: 5%; CHX counter: 10*; LmPK inhibitor: 3%; HCV inhibitor: inconclusive

What do the screens show for `Cn1ncnc2c(=O)n(C)c(=O)nc1-2`?
Shiga toxin inh: -12; Pf growth 96h: 1%; Pf growth 48h: 0.93µM*; TbPYK inhibitor: -3%; CHX counter: -11; LmPK inhibitor: -1%; HCV inhibitor: 0.5µM*

What do the screens show for `Cc1cccc(C(=O)NCC(c2ccco2)N2CCc3ccccc32)c1` (configuration not stated)?
Pf growth 96h: inconclusive; Pf growth 48h: inconclusive; TbPYK inhibitor: -14%; HCV inhibitor: inconclusive

Results for CCC(C)(c1ccc(C=O)s1)c1ccc(C=O)s1 ?
Shiga toxin inh: -11; Pf growth 96h: -12%; TbPYK inhibitor: 11%; CHX counter: -4; LmPK inhibitor: -2%; HCV inhibitor: -14%

What do the screens show for `CCCCc1ccc(NS(=O)(=O)c2cccs2)cc1`?
Shiga toxin inh: 32; Pf growth 96h: 84%[activator]; Pf growth 48h: 7%; TbPYK inhibitor: -8%; CHX counter: 11; LmPK inhibitor: 3%; HCV inhibitor: 0%

How did C=CCNC(=O)NC(=O)COC(=O)c1nc2nccc(C)n2n1 do in these assays?
Shiga toxin inh: 2; Pf growth 96h: 29%; Pf growth 48h: -10%; TbPYK inhibitor: -3%; CHX counter: -2; LmPK inhibitor: 2%; HCV inhibitor: 21%

What do the screens show for `Cc1nnc2ccc(-c3ccc(NS(=O)(=O)c4ccc(F)cc4F)cc3)nn12`?
Pf growth 96h: inconclusive; Pf growth 48h: inconclusive; TbPYK inhibitor: 0%; HCV inhibitor: inconclusive

How did CCCn1cc(CN2CCC(C(=O)Nc3cccc(-c4cscn4)c3)CC2)c(C)n1 do in these assays?
Shiga toxin inh: -5; Pf growth 96h: -1%; Pf growth 48h: inconclusive; TbPYK inhibitor: 0%; CHX counter: 0; LmPK inhibitor: -1%; HCV inhibitor: inconclusive

What do the screens show for `O=C(Nc1ccc2c3c(cccc13)CC2)c1cccc([N+](=O)[O-])c1`?
Shiga toxin inh: -11; Pf growth 96h: inconclusive; Pf growth 48h: -18%; TbPYK inhibitor: -18%; CHX counter: -5; LmPK inhibitor: 0%; HCV inhibitor: -10%

Compound activity deposited in PubChem BioAssay by National Center for Advancing Translational Sciences (NCATS).
